Bioassay records: PubChem BioAssay, National Center for Advancing Translational Sciences (NCATS)
TrxR1 substrate: is turned over as a substrate by rat TrxR1 | purified TrxR1 substrate turnover, NADPH consumption readout | Potency, µM (titrated, usually from 114 µM), for the others: at the highest dose activity change, negative = substrate turnover | 0.01% of 390,000 active | AID 588456; further: potency means the concentration at half of the fitted maximal effect; on the % scale 0 is the no-effect control and ±100 the full control effect; nearly all actives have a fitted effect of over 50% in size
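Rat TrxR1, dispensed at 90 nM, was prereduced with 400 uM NADPH (final) for 5 min at ~22 deg C, then incubated with compound 15 min before 400 uM selenite. A first-read NADPH fluorescence drop versus no-compound background flagged substrates.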
PI4K2A inh: PI4K2A (human) kinase inhibition; Q9BTU6; purified PI4K2A, ADP-Glo luminescence, 1 h; active compounds read low; activity change, negative = inhibition, % at 76.9 µM; 0.13% of 420,000 active; in the data active means activity change below about -50%; inconclusive means mostly about -30% to -49%;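 further: -100% = wells without enzyme as full effect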
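In this quantitative HTS, ADP production by PI4K2A was quantified luminescently after 1 h at ambient temperature; 100 microM adenosine served as plate-quality control.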
mIDH1 inhibitor: inhibitors of human mutant IDH1 R132H | O75874 | IDH1-R132H enzyme, NADPH consumption, diaphorase/resazurin fluorescence | Potency, µM (doses to about 76.6 µM), inactives show at the highest dose activity change, negative = inhibition, actives largely listed as inhibitors | 0.093% of 390,000 active; further: potency means the concentration at half of the fitted maximal effect; on the % scale 0 is the no-effect control and ±100 the full control effect; nearly all actives have a fitted effect of over 65% in size
Target sequence (O75874 whole entry R132H, stated change not applied): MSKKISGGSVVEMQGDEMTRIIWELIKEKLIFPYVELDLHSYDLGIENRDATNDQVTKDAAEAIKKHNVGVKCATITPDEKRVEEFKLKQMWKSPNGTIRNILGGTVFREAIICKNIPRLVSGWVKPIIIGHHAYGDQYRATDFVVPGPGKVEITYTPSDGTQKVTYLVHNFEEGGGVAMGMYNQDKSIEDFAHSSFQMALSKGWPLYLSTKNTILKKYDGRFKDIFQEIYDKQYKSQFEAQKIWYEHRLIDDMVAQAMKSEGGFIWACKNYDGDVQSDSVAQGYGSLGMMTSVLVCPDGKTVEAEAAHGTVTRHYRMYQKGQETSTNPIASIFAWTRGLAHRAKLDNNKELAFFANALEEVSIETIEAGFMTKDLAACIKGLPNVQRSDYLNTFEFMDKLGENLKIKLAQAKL
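IDH1-R132H (0.5 ug/mL) preincubated 30 min with compound, then NADPH (0.016 mM) and alpha-KG (2 mM) added; 80 min at RT, pH 7.5. Remaining NADPH coupled via diaphorase/resazurin to fluorescence (540/590 nm); concentration-response curves normalized to no-enzyme control.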
GRP78 ERSR act: ER stress response induction in glioma; 0.02% of 420,000 active; U87-MG GRP78 promoter luciferase reporter, 16 h; Potency, µM, for the others: at the highest dose activation, actives largely listed as activators; AID 602332; further: potency means the concentration at half of the fitted maximal effect; series mostly up to about 76 µM; % of control where 0% means no effect; nearly all actives have a fitted effect of over 35% in size
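ERSR induction read as luciferase luminescence (Bright-Glo, 10 min at room temperature) in stably transfected human U87-MG glioma cells exposed to compounds for 16 h, using GRP78 as sensor.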
Vif-A3F inh: inhibitors of Vif-A3F interaction | AID 602313 | HeLa A3F-eYFP + Vif (tagged APOBEC3F with the HIV-1 protein that degrades it), YFP fluorescence increase | 0.2% of 390,000 active | Potency, µM (highest dose often 46.1 µM), inactives show top-dose activity, negative = active; further: potency means the concentration at half of the fitted maximal effect; % of control where 0% means no effect; nearly all actives have a fitted effect of over 65% in size
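HeLa cells stably expressing Vif plus C-terminally eYFP-tagged A3F were seeded, incubated overnight at 37 deg C, dosed with compound, incubated overnight again at 37 deg C. Yellow fluorescence (Ex 488/Em 500-530) reported blocked Vif-mediated A3F-eYFP degradation.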
Vif-APOBEC3G blk: inhibitors of Vif-APOBEC3G interaction | Q9HC16 | Potency, µM (top dose mostly 46.1 µM), without a hit: top-dose activity, negative = active, most hits filed as inhibitors | HeLa A3G-eYFP + Vif (tagged APOBEC3G with the HIV-1 protein that degrades it), YFP fluorescence, overnight | 0.076% of 410,000 active;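 further: potency means the concentration at half of the fitted maximal effect; on the % scale 0 is the no-effect control and ±100 the full control effect; nearly all actives have a fitted effect of over 60% in size; hits raise eYFP signal because A3G escapes Vif-driven loss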
Target sequence (Q9HC16 whole entry, looked up): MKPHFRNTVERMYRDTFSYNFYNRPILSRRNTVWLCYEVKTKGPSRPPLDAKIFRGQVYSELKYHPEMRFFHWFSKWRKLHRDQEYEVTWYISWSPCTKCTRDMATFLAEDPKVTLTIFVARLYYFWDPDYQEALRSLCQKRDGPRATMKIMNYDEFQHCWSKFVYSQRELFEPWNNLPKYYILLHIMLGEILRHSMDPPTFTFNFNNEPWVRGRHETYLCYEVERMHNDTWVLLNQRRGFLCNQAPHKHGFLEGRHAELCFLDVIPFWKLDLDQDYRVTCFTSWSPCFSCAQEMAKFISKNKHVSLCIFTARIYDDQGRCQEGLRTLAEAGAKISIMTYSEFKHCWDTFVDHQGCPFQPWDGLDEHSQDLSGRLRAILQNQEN
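Read-out is eYFP fluorescence (Ex 488/Em 500-530) from Vif-expressing HeLa A3G-eYFP cells; more signal means A3G escaped Vif-mediated degradation. Cells plated overnight, compound pinned in, incubated overnight at 37 deg C.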
RXFP1 agonist: activates the human relaxin receptor RXFP1; HEK293T-RXFP1 cAMP TR-FRET, 30 min; response scale: percent of porcine relaxin response, buffer zero; Potency, µM (top dose mostly 57.5 µM), inactives show at the highest dose activation, most hits filed as activators; 0.3% of 370,000 active; AID 2676; further: potency means the concentration at half of the fitted maximal effect; on the % scale 0 is the no-effect control and ±100 the full control effect; nearly all actives have a fitted effect of over 60% in size; many of its hits are not listed in these tables
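Agonist response is measured as cAMP accumulation in an RXFP1-transfected HEK293T line under PDE4 inhibition. Values are scaled between buffer-only and 29 nM porcine relaxin, and EC50s come from standard Hill equation fits.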
USP1 inh: USP1/UAF1 (human) deubiquitinase inhibition; 0.23% of 390,000 active; Potency, µM (titrated, usually from 57.1 µM), for the others: at the top dose activity change, negative = inhibition, most hits filed as inhibitors; recombinant USP1/UAF1, Ub-Rhodamine cleavage fluorescence; O94782; further: potency means the concentration at half of the fitted maximal effect; on the % scale 0 is the no-effect control and ±100 the full control effect; nearly all actives have a fitted effect of over 60% in size; inactives centre near -12
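USP1/UAF1 complex at 1 nM was preincubated with compound for 15 min at room temperature, then Ub-Rho substrate (150nM final) was added. Fluorescence (480/540 nm) was read kinetically, 6 reads every 60 seconds.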
LDHA block: inhibitors of human lactate dehydrogenase A | activity change, % (values are at about 110 or 230 µM) | purified LDHA, NADH/diaphorase-resazurin fluorescence; active compounds read low | 0.15% of 480,000 active | P00338; in the data active means activity change below about -30%; inconclusive means mostly about -25% to -30%;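 further: plate controls were DMSO wells for no effect and wells without enzyme for full effect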
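Human LDH5 (2 nM) was incubated with 0.06 mM NADH and 0.2 mM pyruvate for 5 min at room temperature in Tris pH 7.4. Remaining NADH was coupled through diaphorase/resazurin, and resorufin fluorescence was read at 0 and 20 min.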
Active calls of the source: *; ? = inconclusive; . = no result given; & = joins results of further samples; [ ] = dose if it differs, or a comment. Unless noted, the call rests on the fitted dose curve; in most records, active means well fitted curve in the direction sought with a large enough effect; inconclusive means small, poorly fitted or top-dose-only effect, or another doubt; inactive means no such curve, though single readings can be large; an effect the other way counts as inactive or inconclusive.

SMILES	TrxR1 substrate	PI4K2A inh	mIDH1 inhibitor	GRP78 ERSR act	Vif-A3F inh	Vif-APOBEC3G blk	RXFP1 agonist	USP1 inh	LDHA block
CCN1C[C@@H]2[C@@H]3C(=O)N(Cc4ccccc4)C(=O)[C@@H]3[C@](Cc3ccccc3)(C1=O)N2C(=O)c1ccccc1	7%	0	19%	-3%	2%	-12%	.	-24%	1
Fc1cccc(CN2CCN(Cc3nc(-c4cnccn4)no3)CC2)c1	-1%	-1	1%	-5%	8%	2%	3.4%	-15%	-1
CCOC(=O)Cc1csc(SCC(=O)NC2CCS(=O)(=O)C2)n1 (stereo not drawn)	8%	2	12%	2%	4%	1%	-1.9%	-21%	-3
O=C(NCc1ccccn1)Nc1ccc(F)cc1	3%	-6	1%	2%	7%	0%	0.4%	-9%	-5
CN(C(=S)Nc1ccccc1F)C1(c2ccccc2Cl)CCCCC1=O (stereo not drawn)	7%	-2	4%	-3%	-13%	1%	0.8%	-20%	-1
COC(=O)c1cc2ccsc2n1CC(=O)NCC1CCCO1 (stereo not drawn)	5%	2	-1%	-1%	-8%	0%	1.0%	-7%	-5
CN(C)S(=O)(=O)c1cc(NC(=O)CSc2ncc(C(F)(F)F)cc2Cl)ccc1Cl	-14%	-6	17%	1%	8%	-9%	-0.3%	-13%	-6
COc1ccc(/C=C2\Oc3cc(OCC(=O)N4CCC(C(=O)O)CC4)ccc3C2=O)c(OC)c1OC	-20%	-4	-5%	-1%	0%	2%	6.3%	1%	-6
COc1ccc2c(c1)OC[C@H]1[C@H]2N2C(=O)c3cc(F)ccc3NC(=O)[C@@]2(C)[C@H]1c1ccccc1	7%	-1	2%	-6%	-1%	-25%	.	-26%	1
Cn1cc(CN2C[C@H]3CC[C@H]2C3)c(-c2ccccc2F)n1	8%	-2	10%	-5%	-1%	0%	2.6%	-13%	0

An excerpt from above, reduced to TrxR1 substrate, Vif-APOBEC3G blk and mIDH1 inhibitor.
SMILES	TrxR1 substrate	Vif-APOBEC3G blk	mIDH1 inhibitor
CCN1C[C@@H]2[C@@H]3C(=O)N(Cc4ccccc4)C(=O)[C@@H]3[C@](Cc3ccccc3)(C1=O)N2C(=O)c1ccccc1	7%	-12%	19%
Fc1cccc(CN2CCN(Cc3nc(-c4cnccn4)no3)CC2)c1	-1%	2%	1%
CCOC(=O)Cc1csc(SCC(=O)NC2CCS(=O)(=O)C2)n1 (stereo not drawn)	8%	1%	12%

Further structures follow:
SMILES	TrxR1 substrate	PI4K2A inh	mIDH1 inhibitor	GRP78 ERSR act	Vif-A3F inh	Vif-APOBEC3G blk	RXFP1 agonist	USP1 inh	LDHA block
O=C(NCCc1ccccc1)c1ccc(NC(=O)c2cccnc2)cc1	11%	-2	1%	-2%	-3%	1%	2.4%	-16%	2
O=C(Nc1ccncc1)C1CCN(S(=O)(=O)c2ccc(Cl)cc2)CC1	-5%	20	-8%	-5%	1%	-1%	0.0%	-9%	-6
COC(=O)c1ccc(Cn2c(SCc3ccccc3F)nc3ccncc32)cc1	-6%	2	15%	0%	-1%	-1%	5.0%	-8%	-4
O=C(CCN1C(=O)COc2ccccc21)NCCN1CCN(c2ccccc2F)CC1	7%	0	14%	-6%	-4%	-1%	0.2%	-16%	-4
Cc1cc(Cl)ccc1OCC(=O)N(Cc1cccs1)C1CCS(=O)(=O)C1 (stereo not drawn)	-6%	4	-5%	-2%	0%	-4%	3.7%	-1%	2
CC1CCc2sc(C(=O)NN)cc2C1 (stereo not drawn)	-2%[57.1 µM]	-8	13%	-7%	-1%	0%	2.7%	-29%	-2
COc1ccc(NC(=O)CSC2=NCCN2)cc1	10%[57.1 µM]	2	11%	-6%	-20%	-18%	1.2%	-12%	-5
Cc1nc(N)nc(Nc2ccc(Cl)cc2)c1Br	4%[57.1 µM]	3	13%	3%	-3%	-4%	-6.0%	-12%	-7
Cc1ccc(S(=O)(=O)N(C)C)cc1NC(=O)c1ccc(-n2cncn2)c([N+](=O)[O-])c1	-7%	0	20%	3%	11%	-14%	2.1%	-18%	-1
COc1cccc(N2CC(NC(=O)/C=C\c3ccc(OC)c(OC)c3)CC2=O)c1 (stereo not drawn)	-3%[57.1 µM]	7	-2%	-1%	2%	4%	1.2%	-4%	0
CCc1cccc(C)c1NC(=O)c1cc(S(=O)(=O)N(Cc2ccc(C(=O)OC)cc2)Cc2ccc(OC)c(OC)c2)ccc1F	-1%[57.1 µM]	5	12%	-2%	5%	-4%	2.2%	-18%	0
O=C(Nc1cc(F)ccc1F)c1ccc(-n2cncn2)c([N+](=O)[O-])c1	-2%	-3	3%	1%	3%	-1%	2.5%	-21%	4
COc1ccc(-n2c(SCC(=O)OC(C)C)nnc2-c2ccccn2)cc1	1%	-1	2%	1%	0%	1%	-1.0%	-14%	-18
COC(=O)CSc1nc(N)c(C#N)c(-c2ccco2)c1C#N	-3%	-12	0%	-2%	0%	-1%	?	-23%	-2
C/C(=N\Nc1nc(C)cc(C)n1)c1ccc(C)o1	3%[57.1 µM]	-2	19%	4%	?	1%	-9.7%	-7%	-5
CC1(OC(=O)CCc2ccccc2)C(=O)C=C2C=C(c3ccc(C#N)cc3)N(C(CO)CO)C=C2C1=O (stereo not drawn)	-8%	-8	-9%	0%	-1%	-2%	0.0%	?	15
Cc1c(C)c2ccc(O[C@@H]3O[C@H](CO)[C@H](O)[C@H](O)[C@H]3O)cc2oc1=O	101%[activator]	-6	0%	-6%	2%	-5%	0.4%	-21%	0
COc1ccc(NC(=O)c2ccc(NC(=O)CN(C)CC(=O)Nc3c(C)cccc3C)cc2)cc1	0%	7	5%	1%	1%	1%	-1.5%	-18%	-3
Cc1c(NS(=O)(=O)c2ccc3[nH]c(=O)[nH]c3c2)c(=O)n(-c2ccccc2)n1C	8%	6	4%	-4%	1%	-3%	1.7%	-8%	-4
Cc1ccc(C(=O)n2nc(-n3cccc3)c3c(C)cc(C)nc32)cc1	2%	6	3%	-4%	1%	-3%	4.7%	-20%	0
COc1cccc(CNS(=O)(=O)c2cc3c(cc2C)n(C)c(=O)c(=O)n3C)c1	-1%&-1%	-2&-1	8%&21%	-5%&-3%	-5%&-8%	1%&0%	4.0%&11%	-10%&-16%	-11&0
O=C(Cn1c(=O)nc(-c2ccccc2)c2ccccc21)NCCc1ccc(Cl)cc1	1%[57.1 µM]	-8	9%	-1%	1%	5%	3.3%	-21%	-3
CCOC(=O)C1=C(C)N=C2SCCC(=O)N2C1c1cc(Br)ccc1OC (stereo not drawn)	4%	-16	9%	-4%	-1%	-3%	.	-17%	-2
COCCn1nnnc1C(c1cccs1)N1CCN(c2ccccc2)CC1 (stereo not drawn)	-2%	-2	1%	-2%	0%	0%	1.6%	3%	-3
O=Cc1[nH]c2ccccc2c1N(C(=O)CCl)c1ccc([N+](=O)[O-])cc1	-6%	5	-4%	-3%	7%	-29%	1.3%	-19%	-3
Cc1ccc(C)c(NC(=O)CN(C)C(C)C(=O)N2CCCC2)c1 (stereo not drawn)	-2%	7	1%	-4%	7%	0%	.	4%	1
COc1ccc(C(C(=O)NC2CCCCC2)N(C(=O)c2snc(C(N)=O)c2N)c2ccccc2OC)cc1 (stereo not drawn)	41%[activator]	1	?	-3%	-3%	-4%	2.2%	-18%	-4
O=C(NCCCN1CCN(CCCNC(=O)c2cc([N+](=O)[O-])ccc2Cl)CC1)c1cc([N+](=O)[O-])ccc1Cl	5%[57.1 µM]	2	4%	-3%	1%	0%	3.2%	-2%	-2
O=C(N/N=C/c1ccco1)c1cc(-c2ccc(Cl)cc2)n[nH]1	3%[57.1 µM]	-6	-2%	-8%	-18%	2%	2.8%	1%	-6
CCNc1c(NC(=O)c2ccc3c(c2)OCO3)c(=O)oc2ccccc12	-1%	2	-6%	-3%	0%	0%	-1.6%	-6%	-7&-1
COC(=O)[C@H](C)NC(=O)Nc1ccc(OC)c(OC)c1	-4%	4	4%	-4%	-7%	1%	-0.4%	-6%	1
COc1ccc(C(=O)Nc2ccccc2Cc2ccccc2)c(OC)c1	1%	-6	5%	2%	1%	-6%	0.3%	-24%	0
Cn1c(=O)c2c(nc(OCc3ccccc3)n2C)n(C)c1=O	5%	3	4%	-4%	-4%	0%	5.9%	-19%	-1
COC(=O)C1=C(C)NC(=O)NC1c1ccc([N+](=O)[O-])o1 (stereo not drawn)	-12%	2	2%	-3%	-7%	-2%	0.8%	-9%	1
Cc1ccc(-c2nnnn2C2C/C(=N\NC(N)=S)C3OCC2O3)cc1 (stereo not drawn)	3%	0	22%	6%	17%	5%	1.6%	-30%	-1
O=S(=O)(c1ccccc1)N1CCN=C1SCc1ccccc1Cl	4%	3	16%	-5%	-7%	-1%	-0.9%	-18%	-1
Cc1ccc(-c2oc3ccccc3c(=O)c2OCC(=O)O)cc1	3%	-13	1%	-1%	-22%	0%	2.7%	-11%	-8
CCCc1cc(-c2n[nH]c(=S)n2CC)c2ccccc2n1	-16%	3	-9%	-6%	-2%	1%	0.4%	-5%	-6
O=C(O)CSc1ccc(Oc2ccc(SCC(=O)O)cc2)cc1	5%[57.1 µM]	2	-6%	0%	2%	2%	-0.6%	-16%	-7
O=C(NC(NCCCN1CCOCC1)(C(F)(F)F)C(F)(F)F)C1CCCCC1	-1%	-4	1%	-5%	0%	-1%	0.7%	-14%	-6

An excerpt, so the mix of outcomes need not match the whole.
